# MDM2 E3 inh: Mdm2 E3 ligase (human) inhibition. Q00987. signal enhancement, % at 5 µM. 0.11% of 210,000 active. AID 1230. cell-based MDM2 ubiquitination luciferase reporter, 2 h; 0 = plate control, 100 = twice control, blank-subtracted;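 active = signal enhancement of 30% or more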;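 also: luminescence tracks abundance of the self-degrading MDM2-luciferase fusion protein; higher signal means inhibition of MDM2 E3 ligase activity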
# Target sequence (Q00987 whole entry, looked up, the tested form may be a part): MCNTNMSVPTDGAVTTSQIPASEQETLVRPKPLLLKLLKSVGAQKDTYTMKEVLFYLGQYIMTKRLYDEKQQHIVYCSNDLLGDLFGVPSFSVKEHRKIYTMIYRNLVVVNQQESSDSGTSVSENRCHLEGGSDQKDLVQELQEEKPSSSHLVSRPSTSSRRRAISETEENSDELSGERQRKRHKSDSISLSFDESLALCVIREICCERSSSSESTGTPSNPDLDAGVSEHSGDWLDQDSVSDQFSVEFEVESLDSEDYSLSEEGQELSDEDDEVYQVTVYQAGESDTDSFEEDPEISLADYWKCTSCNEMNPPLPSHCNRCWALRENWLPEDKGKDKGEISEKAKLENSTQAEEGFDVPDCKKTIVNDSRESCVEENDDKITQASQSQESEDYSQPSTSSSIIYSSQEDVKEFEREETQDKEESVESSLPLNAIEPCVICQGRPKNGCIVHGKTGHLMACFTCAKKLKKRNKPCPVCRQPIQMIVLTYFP
#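 Assay system: stable mammalian line carrying autodegrading MDM2–luciferase fusion reporter; amount: 2000 cells seeded into each well; buffer or medium: DMEM; benchmarks: plate control and blank wells; signal: luciferase luminescence; timing: 2 h compound exposure at 37 °C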
# Cl transport mod: modulates chloride dependent transport by human KCC2; 2.2% of 190,000 active; Q9H2X9; B-score of Tl+ flux slope (higher = more flux/activation; lower = inhibition) at 10 µM; KCC2 cells, thallium flux FluoZin-2 fluorescence;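 active = thallium flux slope and its plate-corrected score both differing from the plate sample mean at a set confidence after two filtering rounds, in either direction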;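 also: slope of fluorescence scaled to starting intensity during 10 to 20 s after thallium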
# TNF necrop inh: blocks TNF-alpha induced death of Jurkat FADD-/- cells. Jurkat FADD-/- TNF necroptosis rescue, ATP luminescence, 24 h; 0 = TNF only, 100 = no-TNF cells. activation (protection from cell death), % at 10 µM. 0.068% of 220,000 active. AID 463075;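 active = activation, meaning protection from cell death, of at least 50% relative to plate controls; inactive = activation below 50%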;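 also: necroptosis triggered by 40 ng/mL TNF-alpha added together with compound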
# PERK inh: blocks human PERK kinase; inhibition, % at 5.6 µM; CHO PERK-DD fusion, SEAP luminescence translation reporter; Q9NZJ5; 0.17% of 220,000 active;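 active = inhibition above the mean inhibition of all tested compounds plus 3 SD, set separately per screening campaign, cut at about 2.9% in these data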;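 also: PERK kinase domain activated by AP20187 dimerizer at 100 nM; 0% = DMSO with dimerizer and 100% = rapamycin at 8.4 µM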
# EBV gp42 block: EBV gp42 inhibition | Fluorescence polarization binding assay, mP read-out | inhibition, % (tested at 21.74 µM) | 0.42% of 220,000 active; in the data active = inhibition above about 50%
# Target sequence (Q1HVG2 whole entry, looked up): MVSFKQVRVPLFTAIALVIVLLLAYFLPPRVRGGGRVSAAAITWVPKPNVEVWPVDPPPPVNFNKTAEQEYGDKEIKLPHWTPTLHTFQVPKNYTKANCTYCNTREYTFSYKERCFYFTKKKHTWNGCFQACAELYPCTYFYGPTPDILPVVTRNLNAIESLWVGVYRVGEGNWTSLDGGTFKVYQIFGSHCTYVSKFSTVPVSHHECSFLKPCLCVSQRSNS
# eIF4E-4G inh: inhibitors of eIF4E and eIF4G interaction in translation initiation; AID 782; P63073+Q04637; inhibition, % at 21.7 µM; 0.37% of 220,000 active; TR-FRET eIF4E-eIF4GI(517-606) binding, 2 h;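 active = inhibition above about 30%, limit read from the data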;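 also: 0% = full FRET control wells and 100% = background wells lacking eIF4GI fragment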
# Calpain2 inh: blocks pig calpain II enzyme activity; purified calpain II, fluorogenic peptide substrate, 30 min; inhibition, % at 16 µM; 0.37% of 220,000 active; AID 1236;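 active = inhibition above about 50%, limit read from the data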
# Rad51 HR inh: Rad51 (human) homologous recombination inhibition | inhibition, % at 10 µM | 0.085% of 200,000 active | hRad51 DNA strand exchange, fluorescence dequenching | Q06609;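 active = inhibition above 40% at the single screening dose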;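 also: 0% = DMSO control wells and 100% = blanks with heterologous ssDNA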
# Target sequence (Q06609 whole entry, looked up): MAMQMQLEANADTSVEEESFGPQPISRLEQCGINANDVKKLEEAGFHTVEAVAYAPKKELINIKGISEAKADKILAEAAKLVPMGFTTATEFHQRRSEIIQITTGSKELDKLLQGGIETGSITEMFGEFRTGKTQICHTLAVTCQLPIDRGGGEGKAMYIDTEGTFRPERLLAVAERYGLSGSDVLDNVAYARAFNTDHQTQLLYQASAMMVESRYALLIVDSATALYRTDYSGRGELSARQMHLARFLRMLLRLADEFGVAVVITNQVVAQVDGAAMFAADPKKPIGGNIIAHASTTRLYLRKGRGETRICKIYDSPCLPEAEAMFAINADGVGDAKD
#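 material = hRad51 filaments on single-stranded DNA | timing = filaments 15 min 37 °C, then compound 30 min | signal = FRET fluorescence dequenching, excitation 485 nm, emission 520 nm | benchmarks = control wells and blank wells on each plate | evaluation = percent inhibition relative to plate controls and blanks | compound = 10 µM final, single point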
# L929 necroptosis: blocks zVAD induced death of L929 cells. viability rescue, % at 10 µM. 0.38% of 220,000 active. L929 zVAD necroptosis rescue, ATP luminescence, 24 h; with zVAD 60 µM;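 active = activation, scaled between plate controls, above about 75%, limit read from the data; inactive = activation under that limit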;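 also: 0% = zVAD with DMSO and 100% = DMSO alone without zVAD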
# Starred values were filed as active, the others as inactive; . = not tested or not shown; [ ] = remark or other dose.
canonical_smiles	MDM2 E3 inh	Cl transport mod	TNF necrop inh	PERK inh	EBV gp42 block	eIF4E-4G inh	Calpain2 inh	Rad51 HR inh	L929 necroptosis
CCC1CCCCN1CCCNC(=O)c1ccc(CS(=O)(=O)Cc2ccccc2F)o1 (centres undefined)	-7	1.3	0.9	0.5	0	-2	-20	4	0.4
COc1c(C(O)CC(C)C)ccc2c1C(=O)OCc1cc(C)cc(O)c1O2 (centres undefined)	-10	1.2	0.1	1.6	-14	-2	17	2	0.1
COc1ccccc1C/C(N)=N/OC(=O)c1ccc2c(c1)OCO2	8	.	-0.8	-0.2	5	-1	-5	-1	8.0
COc1cc(Cn2c(=O)oc3ccc(C)cc32)ccc1OC(C)C	-6	-0.24	-0.5	-0.6	-1	2	-9	-5	-1.2
CCOC(=O)c1sc2nc(CC(=O)OC)nc(NCc3ccco3)c2c1C	-14	-0.91	-2.5	-0.4	37	6	-23	-82	-0.2
COc1ccc(CNC(=O)/C=C/c2cc([N+](=O)[O-])ccc2OC(F)F)cc1	-18	-0.4	-0.4	-0.8	-12	3	32	1	0.3
CCOc1ccc(NC(=O)N(C2CCCCCC2)C2CCN(C(C)=O)CC2)cc1	7	-1.3	-3.3	0.5	-20	-3	-5	5	0.2
CC(NC(=O)c1ccccc1F)c1ccccc1 (centres undefined)	-1	0.24	25	1.8	-8	5	-7	6	0.8
COC(=O)c1ccc(C(NC(=O)OCc2ccccc2)/C(F)=C/[C@@H](C)C(=O)NCc2ccc(-c3ccccc3)cc2)cc1 (some centres undefined)	.	0.98	2.7	0.4	-24	4[fluorescence artefact?]	10	14	7.7
COc1ccccc1-n1cnnc1SC1CCOC1=O (centres undefined)	0	-0.17	-1.2	0.8	-10	-14	-41	-9	0.9
Cc1ccnc(NS(=O)(=O)c2ccc(NC(=O)c3cncc(Br)c3)cc2)n1	.	-0.2	2.1	-0.2	-2	2	24	.	1.3
COc1ccc(/C=C/C(=O)c2ccc[nH]2)cc1OC	-6	0.028	20	2.4	-17	13	-32	0	89*
CC(C)c1ccc(S(=O)(=O)/N=C2/C=C(Sc3ncn[nH]3)C(=O)c3ccccc32)cc1	10	1.7	-8.6	-0.4	-35	21[fluorescence artefact?]	13	-7	1.7
FC(F)(F)C1=CC(c2ccc(Cl)cc2)=NCCN1	-23	0.075	0.8	0.4	-17	4	17	2	0.0
CCOC(=O)C1CCN(C(=O)CCCCn2c(=O)[nH]c3ccccc3c2=O)CC1	-8	1.5	-1.6	-0.9	-8	6[fluorescence artefact?]	11	0	-0.1

# New compounds follow:
canonical_smiles	MDM2 E3 inh	Cl transport mod	TNF necrop inh	PERK inh	EBV gp42 block	eIF4E-4G inh	Calpain2 inh	Rad51 HR inh	L929 necroptosis
O=S(=O)(c1ccc2c(c1)OCCO2)N1CCC(n2nnc3cc(C(F)(F)F)ccc32)CC1	9	-0.57	-7.9	-0.6	1	-1	2	-2	0.1
Cc1cccnc1NC(=O)Cn1nc(-c2ccccc2)oc1=S	7	-3.6	-0.4	0.2	-3	22	-8	2	-0.1
C=CCSC1=Nc2cc(OC)c(OC)cc2C2=NC(=O)CN12	17	0.07	1.0	1.3	-4	9	-230	-24	-0.6
CC(C)(C)c1cc(CN(CCO)CCO)cc(C(C)(C)C)c1O	-7	.	-2.1	0.2	-7	-6	6	2	0.4
COc1cc(OC)c(C2=NOC(C(=O)Nc3c(C)n(C)n(-c4ccccc4)c3=O)C2)cc1Cl (centres undefined)	-3	-0.42	0.1	1.9	-12	3	-7	32	0.9
CCN(CC)C(=S)SCC(=O)Nc1ncc2c(n1)CC(C)(C)CC2=O	3	5.6*	2.0	0.6	-14	0	-2	.	0.2
CC1CCN(c2ccc(C(=O)Nc3ccc4c(c3)OCO4)cc2[N+](=O)[O-])CC1	9	-0.032	2.2	0.0	-5	8	25	7	2.0
CN(C)CC#CCCCCCCC#CCN(C)C	0	-0.78	-1.2	0.2	-8	-6[fluorescence artefact?]	-22	-3	-0.9
O=C(COC(=O)[C@@H]1CC(O)CN1S(=O)(=O)c1ccc([N+](=O)[O-])cc1)NC12CC3CC(CC(C3)C1)C2 (some centres undefined)	-13	0.034	0.3	-0.1	-3	2	2	7	0.6
COC(=O)CSc1nc2cc(OC)ccc2n1C	-14	.	4.6	0.7	-12	0	11	-9	0.2
CCOCCCNC(=O)C(NC(=O)CNC(=O)c1ccccc1)c1ccc(C)cc1 (centres undefined)	-5	-0.006	0.6	0.3	-3	-8[fluorescence artefact?]	-51	3	0.0
Cc1cc(C(=O)CN2C(=O)NC3(CCCc4ccccc43)C2=O)c(C)n1Cc1ccccc1 (centres undefined)	.	-0.27	-0.5	-0.2	-5	-28	-193	3	1.4
S=C(NCc1ccc2c(c1)OCO2)NCc1ccco1	1	-0.18	1.1	0.1	-10	2	-5	-9	1.1
COc1cc2nc(NC(=O)c3ccccc3)[nH]c(=O)c2cc1OC	-12	0.72	-0.4	0.1	4	5	6	-3	-0.1
O=[N+]([O-])c1ccc(N2CCN(c3ccccc3O)CC2)c(Cl)c1	-5	0.17	1.2	-1.0	5	11[fluorescence artefact?]	7	6	4.0

# New compounds follow
canonical_smiles	MDM2 E3 inh	Cl transport mod	TNF necrop inh	PERK inh	EBV gp42 block	eIF4E-4G inh	Calpain2 inh	Rad51 HR inh	L929 necroptosis
CCn1c(CNC(=O)Cc2ccc(OC)cc2)nnc1SCCOc1ccccc1	-2	.	-2.9	-2.1	-15	5[fluorescence artefact?]	-20	-8	-0.3
CC1CCCC(NC(=O)C2CCN(S(=O)(=O)N3CCCCC3)CC2)C1C (centres undefined)	-3	0.71	-0.2	0.0	-2	0	-29	1	3.6
CC1(C)CNC(=O)c2sc(NC(=O)CN3CCOCC3)nc2C1	2	0.02	-0.4	0.8	-18	-5	-15	-1	0.2
Cc1cc(NC(=O)Nc2cccc([N+](=O)[O-])c2)no1	-5	-0.85	1.9	1.2	3	2	-8	7	25
N#Cc1c(-c2ccco2)cc(C2CC2)nc1SCC(=O)c1ccccc1	-20	0.55	-0.1	0.5	-13	-3	-7	1	-0.1
CCOC(=O)c1sc(NC(=O)COC(=O)Cn2cnc3ccccc32)c(C(=O)OCC)c1C	-27	-0.6	0.8	-0.5	-8	-42[fluorescence artefact?]	8	.	1.4
Cc1ccc(-n2ncc3ccccc3c2=O)cc1Cl	-17	.	-1.0	-0.7	7	3	17	11	17
Cc1cc(C)n(-c2cc(N3CCN(C(=O)c4cccc(F)c4)CC3)ccc2[N+](=O)[O-])n1	-14	-1.2	-2.0	-1.1	0	3	45	3	.
COC(=O)c1ccc(COC(=O)c2ccccc2OC)cc1	-11	-0.53	0.6	0.9	-5	4	22	-4	0.1
CCOC(=O)c1nnn(-c2nonc2-n2cccc2)c1CN1CCOCC1	-23	0.61	-1.2	-0.9	-26	0	-11	-3	-0.6
CC1CCC2C(=O)N(c3ccc(NC4CCCCC4)c([N+](=O)[O-])c3)C(=O)C2C1 (centres undefined)	0	1.2	2.5	0.7	-12	2	40	5	1.8
Nc1ccccc1C(=O)Nc1ccc(Cl)cc1Cl	3	-0.036	0.3	0.5	-5	6	-57	-1	0.5
COc1ccc(CCN2C(=O)c3[nH]nc(-c4ccccc4O)c3C2c2cccc(O)c2)cc1OC (centres undefined)	-10	.	-4.3	0.3	0	0	-56	5	2.2
Fc1ccc(N2CCN(c3ncnc4c3nnn4Cc3ccccc3Cl)CC2)cc1	.	0.6	-2.7	0.7	-9	3	-31	-6	.
Nc1nnnn1/N=C/c1cccc(Oc2ccccc2)c1	-17	.	-0.3	0.4	-12	5	8	6	2.0

# The final four records of the part above open the next one.
canonical_smiles	MDM2 E3 inh	Cl transport mod	TNF necrop inh	PERK inh	EBV gp42 block	eIF4E-4G inh	Calpain2 inh	Rad51 HR inh	L929 necroptosis
Nc1ccccc1C(=O)Nc1ccc(Cl)cc1Cl	3	-0.036	0.3	0.5	-5	6	-57	-1	0.5
COc1ccc(CCN2C(=O)c3[nH]nc(-c4ccccc4O)c3C2c2cccc(O)c2)cc1OC (centres undefined)	-10	.	-4.3	0.3	0	0	-56	5	2.2
Fc1ccc(N2CCN(c3ncnc4c3nnn4Cc3ccccc3Cl)CC2)cc1	.	0.6	-2.7	0.7	-9	3	-31	-6	.
Nc1nnnn1/N=C/c1cccc(Oc2ccccc2)c1	-17	.	-0.3	0.4	-12	5	8	6	2.0
Cc1cc(CCCCCCCCc2cc(C)cc(=O)o2)oc(=O)c1	-5	-0.00089	1.3	-0.4	0	9	9	11	0.0
CCOC(=O)c1cnc(-n2nc(C)cc2C)nc1NNc1cc(C)nc(-c2ccccc2)n1	-4	3.5	-6.4	0.1	8	-2	-104	.	1.1
Cc1ccc(-n2c(SCC(=O)Nc3cc(S(=O)(=O)N4CCOCC4)ccc3Cl)nc3ccccc3c2=O)cc1	3	-0.22	3.3	0.4	8	16	-63	14	-1.1
Cc1ccc(S(=O)(=O)n2nc(C)c(C#N)c2N)cc1	-7	0.6	1.4	0.5	8	4	22	1	0.0
O=C(NNC(=O)c1cccc(S(=O)(=O)N2CCc3ccccc32)c1)c1ccccc1	3	0.5	-2.8	0.4	-6	0	-11	8	1.1
CCOC(=O)c1c(CN2CCN(CCO)CC2)n(C)c2cc(Br)c(OC)cc12	-15	.	2.6	-1.1	6	-4	-6	.	0.4
C/C(=N\NC(=O)CC(C)C)c1c(C(F)(F)F)[nH]n(-c2nc3ccccc3s2)c1=O	-43	-1.8	-1.1	1.1	2	-1	-6	.	1.5
Cc1ccc(S(=O)(=O)Cn2nnnc2CN(Cc2ccco2)CC2CCCO2)cc1 (centres undefined)	-15	-0.039	-0.7	-0.2	-17	7	7	-3	-0.3
O=C(Nc1ccc(-n2nncc2-c2ccco2)cc1)c1cc2ccccc2oc1=O	2	1	0.4	0.0	24	-64	-61	0	0.6
O=c1c(Cl)cc(Cl)nn1-c1ccccc1	6	0.066	-6.5	1.8	-5	19[fluorescence artefact?]	-70	10	2.0
Cc1csc(NS(=O)(=O)c2cccc([N+](=O)[O-])c2)n1	-10	-0.65	0.7	0.2	3	-1	26	-5	-0.3
COC(=O)[C@@H]1C(c2ccccc2)(c2ccccc2)[C@@]1(C)C(=O)OC	-11	0.51	-1.1	0.3	0	3	14	-7	-0.6
C#CCNC(=O)C1=C[C@@H](C2CC2)[C@H](CCCO)[C@@H](OCC)O1	.	0.14	0.5	1.2	-4	-2	11	-6	1.1
CC(C)(C)NC(=O)C(c1ccc(O)cc1)N(C(=O)CCC(=O)Nc1nccs1)c1ccccc1F (centres undefined)	-10	0.24	2.0	0.2	-15	3	-42	-16	7.0
O=C(CN1CCCCC1)N1N=C(c2cccs2)CC1c1cccs1 (centres undefined)	-4	0.19	-0.6	-0.5	0	-3	11	8	-0.5

# Carrying on:
canonical_smiles	MDM2 E3 inh	Cl transport mod	TNF necrop inh	PERK inh	EBV gp42 block	eIF4E-4G inh	Calpain2 inh	Rad51 HR inh	L929 necroptosis
COC(=O)CNC(=O)Cn1ccc2ccccc2c1=O	-12	-1.1	0.8	1.0	-23	.	-26	-3	0.0
CCC(CC)C(=O)NCCCCc1ccccc1	-2	-1.7	1.4	-0.2	-2	10	-5	0	0.4
CCNc1nc(NCC)nc(SCCOC(=O)Nc2ccc(Cl)cc2Cl)n1	-3	-0.012	0.0	0.5	7	3	-6	.	.
CCOc1ccc(NC(=O)CSc2nnc(-c3ccncc3)n2CC2CCCO2)cc1 (centres undefined)	-1	-0.0038	0.0	-0.2	-12	.	-29	0	0.2
